CHRM1 antagonist: antagonists of human M1 muscarinic receptor; P11229; CHO-K1 hM1, Fluo-8 calcium fluorescence, ACh EC80 antagonist; inhibition, % at 3 µM; 1.3% of 360,000 active;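 active = percent inhibition above its own plate's cutoff, namely the mean of that plate's compound wells plus 3 SD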;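 note: peak over basal fluorescence ratio during 140 s after agonist addition; 0% = ACh EC80 plus DMSO and 100% = DMSO alone without agonist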
M4 ag: agonists of human muscarinic M4 receptor (CHRM4). CHO-K1 hM4/Gqi5, Fluo-8 calcium fluorescence; vehicle 0%, full acetylcholine response 100%. P08173. activation, % at 3 µM. 0.14% of 360,000 active;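 active = activation above the run mean over all test wells plus 3 SD, cut at about 32% in these data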;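 note: peak over basal fluorescence ratio per well then scaled between controls; 0% = DMSO wells and 100% = acetylcholine at EC100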
Target sequence (P08173 whole entry, looked up): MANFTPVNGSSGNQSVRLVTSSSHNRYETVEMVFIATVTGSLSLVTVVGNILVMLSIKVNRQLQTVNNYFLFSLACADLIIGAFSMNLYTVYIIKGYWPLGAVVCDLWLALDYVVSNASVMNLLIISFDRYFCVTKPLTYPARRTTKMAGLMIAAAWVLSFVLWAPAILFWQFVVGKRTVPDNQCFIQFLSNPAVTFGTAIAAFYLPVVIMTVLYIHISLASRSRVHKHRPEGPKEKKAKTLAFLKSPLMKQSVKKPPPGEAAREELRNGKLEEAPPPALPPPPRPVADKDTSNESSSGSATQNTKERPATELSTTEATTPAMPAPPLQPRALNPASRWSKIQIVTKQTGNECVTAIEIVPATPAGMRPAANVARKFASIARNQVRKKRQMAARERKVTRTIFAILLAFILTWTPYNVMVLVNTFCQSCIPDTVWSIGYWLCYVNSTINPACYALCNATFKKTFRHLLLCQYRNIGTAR
CHRM1 PAM: potentiates human M1 receptor response to acetylcholine | P11229 | CHO-K1 hM1, Fluo-8 calcium fluorescence, ACh EC20; 0% = ACh EC20, 100% = maximal ACh | activation, % at 3 µM | 0.088% of 360,000 active | AID 588819; in the data active = activation above about 19%, passing the limit was not always enough
M5 PAM: CHRM5 positive allosteric modulation. CHO-K1 hM5, Fluo-8 calcium, ACh EC20 PAM; 0% = ACh EC20, 100% = ACh EC100. activation, % at 3 µM. 0.3% of 360,000 active. AID 624038;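 active = activation above the run cutoff, the mean activation of all test compounds plus 3 SD, cut at about 18% in these data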
Target sequence (P08912 whole entry, looked up): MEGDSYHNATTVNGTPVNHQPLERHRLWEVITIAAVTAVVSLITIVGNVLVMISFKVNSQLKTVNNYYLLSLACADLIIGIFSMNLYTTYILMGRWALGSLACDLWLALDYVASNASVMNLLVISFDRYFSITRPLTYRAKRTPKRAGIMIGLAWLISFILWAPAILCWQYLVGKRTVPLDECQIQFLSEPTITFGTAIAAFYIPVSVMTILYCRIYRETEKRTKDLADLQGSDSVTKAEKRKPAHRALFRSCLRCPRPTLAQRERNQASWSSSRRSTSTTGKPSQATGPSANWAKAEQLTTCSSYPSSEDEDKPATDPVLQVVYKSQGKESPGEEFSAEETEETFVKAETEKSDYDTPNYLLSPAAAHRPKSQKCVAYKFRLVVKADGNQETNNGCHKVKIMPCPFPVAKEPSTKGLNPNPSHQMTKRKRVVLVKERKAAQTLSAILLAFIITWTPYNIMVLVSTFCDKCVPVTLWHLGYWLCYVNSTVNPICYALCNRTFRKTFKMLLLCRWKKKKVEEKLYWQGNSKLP
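Assay system – human M5 receptor in CHO-K1 cells · Read-out – % activation, ACh-normalized · Technique – Fluo-8 calcium fluorescence · Dosing – single-point, 3 µM nominal · Incubation – Fluo-8 loading 80 min at 37 °C plus 30 min room temperature · Repeats – singlicate, one well per test compound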
TAAR1 agonist: human TAAR1 agonism | Q96RJ0 | CHO RD-HGA16 TAAR1, Fluo-8 calcium fluorescence; vehicle wells 0%, saturating PEA agonist 100% | activation, % at 3 µM | 0.99% of 360,000 active;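 active = activation above the mean activation of all test compounds in the run plus 3 SD, cut at about 38% in these data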
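Assay system: CHO-derived RD-HGA16 cells with stable Gα16 and human TAAR1; timing: 17-24 h seeding, 75 min 37 °C dye, 30 min RT; read-out: % activation from peak over basal fluorescence ratio, DMSO-to-PEA scaled; measured by: kinetic Fluo-8 calcium fluorescence; benchmarks: low control DMSO, high control PEA (EC100); doses: 3 µM single concentration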
M5 ag: agonists of human muscarinic M5 receptor (CHRM5). P08912. CHO-K1 hM5 cells, Fluo-8 calcium fluorescence; 0% DMSO wells, 100% maximal acetylcholine response. activation, % at 3 µM. 0.19% of 360,000 active. AID 624037;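 active = activation above the run's mean over test compounds plus 3 SD, cut at about 23% in these data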;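 note: signal is peak over basal fluorescence ratio across the kinetic read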
M4 antag: antagonists of human muscarinic M4 receptor (CHRM4) | P08173 | CHO-hM4 cells, ACh EC80, Fluo-8 calcium fluorescence | inhibition, % at 3 µM | 0.73% of 360,000 active | AID 624125;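 active = inhibition above its plate's cutoff, the mean inhibition of sample wells plus 3 SD, cut at about 27% in these data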;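 note: 0% = acetylcholine EC80 with DMSO and 100% = DMSO without agonist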
M1 ag: human M1 muscarinic receptor agonism; 0.33% of 360,000 active; P11229; activation, % at 3 µM; CHO-K1 hM1, Fluo-8 calcium fluorescence, agonist mode; 0% DMSO, 100% acetylcholine EC100;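 active = activation above the run's mean compound activation plus 3 SD, cut at about 16% in these data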;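 note: peak over basal fluorescence ratio within a 140 s kinetic read after compound addition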
M5 antag: blocks acetylcholine activation of human M5 receptor | inhibition, % at 3 µM | CHO-hM5 cells, Fluo-8 calcium fluorescence, ACh EC80 | 0.59% of 360,000 active | P08912;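 active = inhibition above a per-plate cutoff, the mean of that plate's test compounds plus 3 SD, cut at about 27% in these data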;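 note: 0% = acetylcholine EC80 with DMSO and 100% = DMSO without agonist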
Starred values were filed as active, the others as inactive; . = not tested or not shown.

mol	M1 ag	TAAR1 agonist	M5 ag	M4 antag	M5 antag	M4 ag	M5 PAM	CHRM1 antagonist	CHRM1 PAM
N#Cc1ccccc1S(=O)(=O)Nc1ccc2c(c1)C(=O)OC2	0.3	-0.7	3.7	-6.4	-10.1	0.0	9.7	-15.2	16.3
Cc1ccc(NC(=O)N(Cc2ccc3c(c2)OCO3)Cc2cc3cc4c(cc3[nH]c2=O)OCCO4)cc1	-4.4	1.6	-3.3	-14.9	-8.9	1.1	0.4	-10.7	6.3
CCc1nc2c(c(=O)[nH]1)C(CC)(CC)Cc1ccccc1-2	-2.0	1.0	0.5	-7.2	-0.1	0.0	3.6	-22.6	15.7
C/C=C\C(=O)Nc1cccc(C2=NOC3(C2)C[C@@H](C(N)=O)N(C(=O)c2ccccc2)C3)c1 (stereo partly specified)	-4.8	2.4	4.0	9.2	5.8	-0.7	4.8	7.8	0.2
COc1ccccc1NC(=O)c1ccccc1C(=O)N(C)Cc1ccccc1	-1.7	1.6	4.5	-2.5	13.8	1.1	5.8	-11.6	5.8
CCOC(=O)Cc1csc(SCC(=O)/C(C#N)=C(\C)N)n1	-1.6	1.8	-1.3	7.5	-1.7	1.9	-0.2	-11.9	11.2
COc1ccc(-c2cc(C(=O)OCC(=O)N(C)C3CCS(=O)(=O)C3)c3ccccc3n2)cc1OC (stereo unspecified)	0.5	5.9	0.0	-0.9	8.5	8.3	-14.3	-0.8	4.7
CCC(C(=O)NC1CCCCC1)n1nc(C)c2c(C)n(-c3ccccc3)nc2c1=O (stereo unspecified)	-4.8	0.0	-5.0	-2.6	3.6	-0.2	-1.7	-5.5	4.8

Further entries
mol	M1 ag	TAAR1 agonist	M5 ag	M4 antag	M5 antag	M4 ag	M5 PAM	CHRM1 antagonist	CHRM1 PAM
CCN(CC)C(=O)CSc1nnc(COc2ccc(OC)cc2)n1N	-5.3	0.4	1.8	1.7	5.4	-0.5	7.8	-0.8	4.5
O=C(CNC(=O)c1cccc(Br)c1)N/N=C/c1cn[nH]c1-c1ccccc1	-7.3	4.1	-3.2	-1.3	19.6	0.9	-3.5	-7.4	6.3
Fc1ccc(COc2ccccc2-c2ccnc3ncnn23)cc1	-6.0	1.8	-5.5	13.3	6.5	0.9	-1.0	1.2	3.4
CCOc1ccc2c(c1)nc(C)n2C	-8.6	4.6	-4.4	-1.6	-2.1	0.4	7.1	1.1	0.2
CCOC(=O)C1(Cc2ccccc2Cl)CCN(C(=O)c2cnccn2)CC1	-11.1	4.1	-3.0	-6.0	0.2	1.6	-7.6	-9.5	7.9
C/C(=N\Nc1nc(N2CCOCC2)nc(N2CCOCC2)n1)c1cccs1	-6.6	1.8	-1.3	-2.4	4.3	1.7	-6.8	0.2	11.7
Nc1c(Cl)ncnc1N/N=C/c1cccnc1	0.1	0.7	0.4	-3.9	7.3	0.0	-8.7	-17.5	11.9
CC1CN(C(=O)CCC(=O)N2CCN(c3cccc(C(F)(F)F)c3)CC2)c2ccccc2O1 (stereo unspecified)	-1.4	1.8	-0.1	-13.1	5.0	12.7	-3.4	1.3	-4.4

Looked up above:
Under CHRM1 antagonist, CCOC(=O)C1(Cc2ccccc2Cl)CCN(C(=O)c2cnccn2)CC1 shows -9.5
Under M5 PAM, Nc1c(Cl)ncnc1N/N=C/c1cccnc1 shows -8.7

Following part:
mol	M1 ag	TAAR1 agonist	M5 ag	M4 antag	M5 antag	M4 ag	M5 PAM	CHRM1 antagonist	CHRM1 PAM
C#Cc1ccc([C@@H]2C=C(C(=O)NCc3ccccc3)O[C@H](OCc3ccc(CO)cc3)C2)cc1	-5.7	8.7	-2.6	0.2	16.0	9.8	-18.9	11.1	-5.9
CCOc1ccc(N2C(=O)CC(NC3CCCCNC3=O)C2=O)cc1 (stereo unspecified)	-1.9	3.4	0.3	-6.6	10.4	0.9	-3.8	-40.1	6.7
Fc1ccc(NC(=S)NN2CCOCC2)cc1Cl	-2.1	2.9	-0.7	-2.1	4.1	3.1	-8.6	-3.8	1.9
CCc1ccc2c(c1)C(=O)C[C@]1(CCC[C@H](C)C1)O2	-3.9	28.6	3.3	-5.8	5.4	0.2	9.2	-3.7	4.2
O=C(O)CCCNc1ccc(S(=O)(=O)N2CCCCC2)cc1	-3.1	2.9	-2.7	2.7	-1.1	0.6	-1.1	-3.5	4.5
Cn1cccc1CNCc1ccc(F)cc1	-9.0	1.8	-1.8	-12.2	-6.9	1.3	-0.2	0.6	-0.9
CC(C)C[C@H]1CN=C(N(C)C)N1CCc1cccc(F)c1	-12.6	14.4	-12.1	10.0	-0.3	1.7	-0.4	6.3	-4.2
COc1ccc(OC)c(C2=NOC(C(=O)NCc3cccs3)C2)c1 (stereo unspecified)	-5.2	2.3	0.8	4.5	3.9	1.6	-0.4	-6.9	13.7

Remaining list, next part.
mol	M1 ag	TAAR1 agonist	M5 ag	M4 antag	M5 antag	M4 ag	M5 PAM	CHRM1 antagonist	CHRM1 PAM
CN(c1ccc(C(=O)Nc2ccccc2C(=O)N2CCCC2)cc1)S(C)(=O)=O	-3.5	3.1	-1.7	0.8	-7.6	0.3	0.4	2.8	6.2
OC[C@@H]1CN(C2CCCC2)C[C@H](n2cnc3c(NC4CC4)ncnc32)O1	-1.6	2.6	0.3	-0.6	4.1	0.2	-2.8	-1.7	-0.3
O=C(Nc1ccc(N2CCOCC2)cc1)c1ccc([N+](=O)[O-])cc1	-7.2	0.2	-3.8	7.6	8.1	2.0	-6.8	4.9	-0.3
O=C(Cc1n[nH]c(=O)c2ccccc12)Nc1cccc(S(=O)(=O)N2CCCCCC2)c1	-4.1	3.7	-1.6	-7.2	4.7	4.5	-5.0	-8.0	3.4
C=CCn1c(/N=C/c2ccc(OC)cc2)nc2ccccc21	-4.1	.	1.4	7.6	11.1	19.0	-7.5	12.6	-7.0
CN1C(=O)C(C)(C)c2cc(S(=O)(=O)NCC3CCC(C(=O)NCc4ccccc4)CC3)ccc21 (stereo unspecified)	-3.9	1.9	-1.6	-9.5	-1.5	2.0	0.3	-18.0	12.3
COC(=O)c1cccc(NC(=O)c2onc3c2CCCC3)c1	-7.3	-0.6	-1.4	-9.6	-0.7	-0.4	3.5	-9.5	8.4
COc1ccc(CC(NC(C)=O)C(=O)NC2CCN(c3nc(C)cc(C)c3C#N)CC2)c(OC)c1 (stereo unspecified)	-4.1	4.2	-4.1	-2.1	13.3	2.3	-7.9	1.1	-4.2

Next section
mol	M1 ag	TAAR1 agonist	M5 ag	M4 antag	M5 antag	M4 ag	M5 PAM	CHRM1 antagonist	CHRM1 PAM
O=C(N/C(=C\c1cccs1)C(=O)N1CCCCCC1)c1ccccc1	-6.0	3.6	2.3	5.2	15.8	0.3	-5.0	-2.5	1.2
O=C(Nc1nncs1)C1CC(=O)N(C2CCCC2)C1 (stereo unspecified)	2.3	5.7	-2.8	-2.1	2.6	0.7	-3.6	-7.9	10.6
Cc1cc(C(=O)OCC(=O)c2ccc(Br)s2)no1	-7.8	.	-1.6	2.9	4.3	1.5	3.3	-1.0	0.7
COC(C(=O)NCc1ccc(C)cc1)c1ccccc1 (stereo unspecified)	-4.9	9.9	-4.2	-4.8	4.6	0.5	-1.1	2.2	4.4
CC(=O)NCCCNS(=O)(=O)c1ccc(C)cc1	-0.6	0.2	3.6	-0.1	6.1	0.8	-3.0	1.5	3.6
Cc1ccc([N+](=O)[O-])cc1S(=O)(=O)Nc1ccccn1	-5.9	.	-4.5	6.2	-3.2	-0.2	-6.5	-3.3	2.9
O=C(Nc1cnn(Cc2ccc(F)cc2)c1)C(c1ccccc1)c1ccccc1	-4.0	5.0	-2.0	-14.1	1.2	-0.3	-3.5	-9.4	7.0
C=CC[C@@H](Cc1ccc(F)cc1)C(=O)OC[C@@H]1CCCN1C(=O)[C@@H](CC=C)CC(=O)N[C@H](CO)Cc1ccccc1	-3.7	26.0	-2.7	10.3	18.4	16.3	-19.4	17.8	-10.3

Going on with the list:
mol	M1 ag	TAAR1 agonist	M5 ag	M4 antag	M5 antag	M4 ag	M5 PAM	CHRM1 antagonist	CHRM1 PAM
Cc1nc2cc(C(F)(F)F)ccc2n1C1CCN(CC(=O)NC(C)(C)C)CC1	-1.6	12.0	-4.7	0.4	-1.3	2.2	3.0	1.6	2.9
CCN1CCN(CCCNC(=O)c2cc3sccc3n2CC)CC1	-8.6	3.2	-1.3	8.1	1.9	0.3	-1.4	-9.4	3.0
Cn1c(=O)[nH]c(=O)c2c1nc(CN1CCOCC1)n2Cc1ccc(F)cc1	-3.5	0.8	1.0	-6.6	1.4	1.0	1.1	3.8	4.8
CCN(CC)S(=O)(=O)c1cccc(-n2c(O)c(C=Nc3ccccc3C(=O)O)c3ccccc3c2=O)c1	-1.6	-2.3	2.3	-18.6	6.0	-1.9	9.6	-7.4	6.1
COC(=O)c1cc(C(=O)c2c(C)cc3ccccn23)cc([N+](=O)[O-])c1	-8.6	-3.7	-7.0	-4.8	10.6	0.6	0.2	-2.7	3.0
CCN(CC)C(=O)c1cc2c(=O)oc3ccccc3c2s1	-0.8	19.6	1.4	6.8	8.1	15.1	-16.6	0.2	-4.7
COc1ccc(N(C(=O)c2ccco2)C(C(=O)NC2CCCC2)c2ccc(N(C)C)cc2)cc1 (stereo unspecified)	7.2	1.1	-2.1	-0.3	5.4	-0.7	-9.5	7.5	-3.0
COc1c(N2CCN(C(=S)NCc3ccccc3)C(C)C2)c(F)cc2c(=O)c(C(=O)O)cn(C3CC3)c12 (stereo unspecified)	-3.3	4.6	-0.5	0.4	-1.7	0.3	1.8	-1.1	7.6

Following part.
mol	M1 ag	TAAR1 agonist	M5 ag	M4 antag	M5 antag	M4 ag	M5 PAM	CHRM1 antagonist	CHRM1 PAM
O=C1CC2c3ccccc3C1C1C(=O)N(CCc3ccccc3)C(=O)C21 (stereo unspecified)	2.2	5.7	-0.1	-5.1	-5.1	1.5	0.4	2.2	9.1
COc1ccccc1Cn1c(=S)[nH]c2cc(C(=O)NCC3CCCO3)ccc2c1=O (stereo unspecified)	-3.0	6.7	1.6	19.8	19.4	21.4	-22.1	33.3	-16.9
C/C(=N\NC(N)=S)C1C2C3CC4C5CC(C42)C1C53 (stereo unspecified)	3.8	12.4	4.0	-3.8	0.5	0.2	-2.7	-5.8	-1.5
N#Cc1ccc(N2CCOCC2)nc1	-0.8	1.7	3.2	17.0	20.1	13.2	-19.0	25.6	-10.8
O=C(CSc1nnc(Cc2cccs2)n1C1CC1)NC1CCS(=O)(=O)C1 (stereo unspecified)	0.7	11.6	-0.8	6.2	1.1	0.8	0.2	-0.1	10.3
CN1C(=O)c2cccc3c(S(=O)(=O)N(C)C)ccc1c23	0.4	0.1	-6.2	9.3	5.5	1.4	3.7	-11.9	7.2
Cc1ccc(COC(=O)c2nn(C)c(=O)c3ccccc23)cc1	0.5	-1.7	4.9	1.9	10.2	6.6	-2.1	5.5	-4.4
CC(C)C[C@H]1CNC(=S)N1CC1CCN(CCCC2CCCCC2)CC1	-11.7	-0.3	-3.1	55.1*	15.2	1.3	-18.9	83.0*	-30.6
O=C(NCCc1ccccc1Cl)C1CC(=O)N(C2CCCCC2)C1 (stereo unspecified)	1.4	-0.2	-2.4	-17.5	4.6	1.4	-3.7	-18.9	9.1
CC(=O)N1CN(C2CCS(=O)(=O)C2)Cc2c1sc1c2CCCC1 (stereo unspecified)	-1.1	6.3	-4.4	0.4	-5.2	0.1	-4.5	-26.9	4.2

Bioassay records from PubChem BioAssay.

Only part of the results is shown; rates above refer to the full screens.
